Assay outcomes: PubChem BioAssay, several laboratories
GDH-TPI inh – counter-screen for M. tuberculosis FBA inhibitors: GDH-TPI coupled enzymes | GDH-TPI coupled enzyme counterscreen, NADH absorbance | inhibition, % at 4.8 µM | 360,000 tested, 1.2% active; in the data active = inhibition above about 30%;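 also: 0% = DMSO wells and 100% = wells lacking the enzyme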
Mtb UGM inh – blocks M. tuberculosis UGM enzyme | P9WIQ1 | purified UGM, fluorescence polarization probe displacement | inhibition, % at 10 µM | 320,000 tested, 0.06% active | AID 504406; in the data active = inhibition above about 10%, passing the limit was not always enough; inconclusive = no clear call, values can overlap the other calls
BoNT-F LC inh – inhibitors of Botulinum neurotoxin F light chain protease. Multiplex microsphere protease cleavage assay, flow cytometry. inhibition, % at 10 µM. 360,000 tested, 0.22% active; in the data active = inhibition above about 35%, passing the limit was not always enough; inconclusive = no clear call, values can overlap the other calls; also: plate controls were buffer without enzyme for full effect and enzyme alone for no effect
MazEF act – increases E. coli MazEF RNase cleavage of RNA | P0AE70 | FAM/BHQ RNA-DNA oligo cleavage fluorescence, 5 h | activation, % at 20 µM | 350,000 tested, 0.32% active | AID 504720; in the data active = activation above about 50%
Target sequence (P0AE70 whole entry, looked up): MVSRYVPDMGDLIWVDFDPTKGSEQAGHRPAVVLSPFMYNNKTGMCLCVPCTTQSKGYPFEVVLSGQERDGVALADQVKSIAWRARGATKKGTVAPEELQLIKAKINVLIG
Mtb FBA inh – inhibitors of M. tuberculosis fructose-bisphosphate aldolase; purified M. tuberculosis FBA, fluorescence read-out; 360,000 tested, 2.3% active; AID 588726; inhibition, % at 1 µM; in the data active = inhibition above about 27%;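 also: 0% = vehicle and 100% = reference inhibitor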
Target sequence (P9WQA3 whole entry, looked up): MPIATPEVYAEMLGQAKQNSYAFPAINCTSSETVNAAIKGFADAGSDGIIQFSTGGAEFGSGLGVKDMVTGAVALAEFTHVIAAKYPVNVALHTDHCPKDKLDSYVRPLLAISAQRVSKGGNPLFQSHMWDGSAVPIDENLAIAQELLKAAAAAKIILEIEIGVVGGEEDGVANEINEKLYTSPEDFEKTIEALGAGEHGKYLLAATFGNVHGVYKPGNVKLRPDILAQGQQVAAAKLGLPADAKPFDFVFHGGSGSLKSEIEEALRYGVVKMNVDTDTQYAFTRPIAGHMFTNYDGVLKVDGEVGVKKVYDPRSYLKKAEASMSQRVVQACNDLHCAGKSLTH
FadD28 binding – blocks FadD28 binding to the bisubstrate probe | 360,000 tested, 0.22% active | inhibition, % at 12.5 µM | fluorescence polarization; in the data active = inhibition above about 8.5%, passing the limit was not always enough; inconclusive = no clear call, values can overlap the other calls
BioA inh – blocks M. tuberculosis BioA enzyme activity; inhibition, % at 9.99 µM; purified M. tuberculosis BioA enzyme, plate reader; 360,000 tested, 0.096% active; in the data active = inhibition above about 40%; inconclusive = no clear call, values can overlap the other calls
PrPC surface inh – inhibitors of human cell surface prion protein PrPC; TR-FRET read-out; inhibition, % at 13.8 µM; 370,000 tested, 0.43% active; in the data active = inhibition above about 24%; also: 0% = median of the test wells and 100% = reference compound wells
Rv3671c inh – inhibitors of M. tuberculosis serine protease Rv3671c; P9WHR9; inhibition, % at 5.96 µM; 320,000 tested, 0.048% active; in the data active = inhibition above about 38%;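 also: extracellular domain of Rv3671c used as enzyme; 0% = enzyme with DMSO and 100% = no enzyme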
Target sequence (P9WHR9 whole entry, looked up, the tested form may be a part): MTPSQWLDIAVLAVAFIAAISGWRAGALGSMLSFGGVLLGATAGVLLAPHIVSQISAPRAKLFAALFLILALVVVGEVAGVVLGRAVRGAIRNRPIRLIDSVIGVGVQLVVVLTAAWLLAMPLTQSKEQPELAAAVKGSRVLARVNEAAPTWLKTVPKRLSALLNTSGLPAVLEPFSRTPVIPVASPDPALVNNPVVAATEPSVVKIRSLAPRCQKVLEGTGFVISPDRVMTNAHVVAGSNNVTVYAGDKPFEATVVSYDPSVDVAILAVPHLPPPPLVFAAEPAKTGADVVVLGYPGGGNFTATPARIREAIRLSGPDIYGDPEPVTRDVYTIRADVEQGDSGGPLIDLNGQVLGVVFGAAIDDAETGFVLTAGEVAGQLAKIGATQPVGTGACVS
Numbers without * were called inactive; ? = inconclusive; . = no result given; & = joins results of further samples.

SMILES | GDH-TPI inh | Mtb UGM inh | BoNT-F LC inh | MazEF act | Mtb FBA inh | FadD28 binding | BioA inh | PrPC surface inh | Rv3671c inh
CCOC(=O)C1=C(C)C(c2ccccc2)NC(=S)N1 (stereo unspecified) | 12 | 2.9 | 1 | 0 | -1 | -2.8 | 0.4 | 12 | 11
O=C(COc1cc(Cl)c(Cl)cc1Cl)NCCc1ccccn1 | 3 | 2.0 | 2 | 2 | -1 | -0.9 | . | 3 | 3
Clc1ccc(Cn2ncc3c(NCc4cccnc4)ncnc32)cc1 | -5 | 4.6 | 12 | 3 | 0 | -6.4 | . | 17 | -12
CC(NC(=O)CN(C)Cc1cccc(F)c1)c1ccccc1 (stereo unspecified) | 8 | -1.2 | -1 | -1 | 1 | -1.2 | -0.9 | 5 | -2
Cc1ccc(NC(=O)NC(=O)N(C(C)C)S(=O)(=O)c2ccc(C)cc2)cc1 | 11 | 1.8 | 1 | 7 | 0 | -0.7 | 0.0 | 10 | -2
COc1cc(N)ccc1-c1cc2ccccc2oc1=O | 6 | 0.3 | ? | 7 | 3 | -1.2 | 3.6 | -14 | 3
Cc1c(NS(C)(=O)=O)c(=O)n(-c2ccccc2)n1C | 10 | 2.2 | -11 | -7 | -2 | -1.3 | -1.6 | 6 | 2
CCNC(=O)C1(C)CCCN(C(=O)c2sc(-c3ccccc3)nc2C)C1 (stereo unspecified) | 11 | . | 2 | . | -3 | -2.4 | 0.0 | -7 | .
NCCCCc1cn(CC(=O)N2CCNCC2)nn1 | 2 | -2.0 | -5 | 3 | 4 | 0.2 | 0.8 | 0 | 3
COc1cc2c(cc1OC)C(C)N(C(=O)Cc1ccc(C(F)(F)F)cc1)CC2 (stereo unspecified) | 7 | -0.7 | 4 | -3 | 1 | -0.3 | 4.9 | 11 | -3
OC[C@@H]1CN(Cc2cccs2)C[C@H](n2cnc3c(Nc4ccccc4)ncnc32)O1 | 3 | . | -2 | . | 45* | -1.2 | 1.3 | -1 | .
COc1ccccc1NC1=C(Cl)C(=O)OC1OC(=O)c1ccco1 (stereo unspecified) | 1 | 6.4 | -2 | -2 | 1 | -2.0 | . | -5 | -11
CC1CCCC(C)N1/N=C/c1ccc(C(=O)O)cc1 (stereo unspecified) | -9 | 0.9 | -2 | 8 | -4 | -2.5 | -2.5 | -4 | 5
Cc1nn(Cc2ccccc2)c(Cl)c1C(=O)OC1CCOC1=O (stereo unspecified) | -7 | 1.0 | 20 | 3 | 4 | -3.3 | 0.5 | -2 | 2
Cc1ccccc1-n1c(-c2csc3ccccc23)n[nH]c1=S | 3 | -2.9 | -6 | -10 | 3 | 2.1 | 1.3 | -4 | -11
CC(C)C(c1nnnn1CCc1ccccc1)N1CCC(C(N)=O)CC1 (stereo unspecified) | 4 | 0.8 | 2 | -7 | -2 | -0.7 | . | -4 | 4
N#Cc1c(Nc2ccccc2C(F)(F)F)s[nH]c1=O | 0 | -2.1 | ? | -28 | 1 | 0.9 | -2.9 | 5 | 1
Cc1c[n+]([O-])ccc1[N+](=O)[O-] | 1 | . | -3 | 12 | 0 | -2.0 | -0.2 | 4 | .
FC(F)(F)c1cccc(NC(=S)Nc2ccc(Cl)c(Cl)c2)c1 | -7 | -3.0 | -36 | 11 | 0 | -6.2 | 6.6 | 9 | -4
CCNS(=O)(=O)c1ccc(NC(=O)Nc2cccc(C(F)(F)F)c2)cc1 | 6 | 0.4 | -24 | 5 | -1 | -9.1 | 0.9 | 7 | -116
COC(=O)CCCC1=CC2=C(c3ccccc3)C(=O)C(C)(OC(=O)C3CCCC3)C(=O)C2=CN1Cc1ccc(OC)cc1 (stereo unspecified) | 7 | 1.6 | -25 | 2 | 1 | -1.0 | -1.4 | -1 | -9
Cn1nnnc1SCC(=O)N1CCCc2ccccc21 | 10 | 0.0 | -8 | 11 | -6 | 0.9 | -0.9 | -7 | 2
O=c1c2ccccc2c2ccccc2c(=O)n1Cc1ccco1 | 3 | -0.2 | 5 | 2 | 3 | -0.9 | -2.3 | -4 | 3
Cc1ccc(N(CC(=O)NC2CCC(C)CC2)S(=O)(=O)c2cccnc2)cc1 (stereo unspecified) | 0 | 2.6 | 2 | -1 | 0 | -1.5 | -0.8 | 0 | 9
COc1cccc(C2N(c3cccc(Cl)c3)C(=O)C3CCCN32)c1OC (stereo unspecified) | 5 | 2.3 | -4 | -23 | 0 | 1.0 | -5.1 | 1 | 7

Remaining list, next part.
SMILES | GDH-TPI inh | Mtb UGM inh | BoNT-F LC inh | MazEF act | Mtb FBA inh | FadD28 binding | BioA inh | PrPC surface inh | Rv3671c inh
Cn1c(SCC(=O)NCC2CCCO2)ncc(C(=O)Nc2ccc(F)cc2)c1=O (stereo unspecified) | -7 | 1.7 | -1 | 4 | 3 | 0.3 | 1.3 | -2 | 1
CC(C)c1nnc(NC(=O)CSc2ccccc2)s1 | 1 | 0.4 | -6 | 1 | 0 | -0.1 | -0.5 | -3 | 1
Cc1ccnc(NC(=O)C(C)n2cc([N+](=O)[O-])cn2)c1 (stereo unspecified) | 4 | 2.2 | -8 | 2 | -2 | 0.0 | 1.6 | 3 | -2
Cc1onc(-c2ccccc2Cl)c1C(=O)NCc1ccccc1 | -5 | 0.7 | -30 | 7 | 1 | 0.8 | 0.7 | -1 | -1
O=C(Nc1nc(-c2ccc(Oc3ccccc3)cc2)cs1)C1=COCCO1 | 12 | -0.5 | -2 | -4 | 1 | -6.4 | -0.1 | 10 | -26
O=C1CNC(=O)/C(=C/c2cccs2)N1 | 10 | -0.4 | 3 | -4 | -5 | -3.9 | . | -1 | -3
CC(=O)NC(C)(c1ccccc1)c1nc(-c2cccc(F)c2)cs1 (stereo unspecified) | 2 | . | 2 | . | -4 | -2.9 | 0.1 | 3 | .
O=C(c1ccc(Br)cc1)N1CCN(c2ccccn2)CC1 | -4 | . | 0 | 3 | 0 | -0.6 | 1.9 | 6 | .
CC(C)C(=O)Nc1ccc(N2CCN(C)CC2)c(F)c1 | 6 | 0.3 | 2 | 6 | 1 | -2.0 | . | -1 | 13
COc1ccccc1CN1CCN(Cc2ccc3ccccc3c2)CC1 | -1 | 2.8 | 12 | 10 | 2 | -5.4 | -0.2 | -4 | -7
Cc1ccc(NC(=S)NC(NC(=O)N(C)C)C(Cl)(Cl)Cl)cc1 (stereo unspecified) | 4 | -2.6 | -9 | 1 | 2 | -1.4 | -1.0 | 9 | -1
CN(C)C(=O)c1nc(C#N)c(N(C)C)o1 | 22 | 0.6 | -9 | 8 | 2 | 0.2 | . | 3 | 1
O=C1NC[C@H](Cc2ccccc2)N(CC2CCN(CCc3ccc(-c4ccccc4)cc3)CC2)C1=O | -4 | . | 1 | 9 | -2 | -3.7 | -0.3 | -9 | .
COc1ccc(OC)c(NC(=O)Nc2nc(C(N)CCc3ccccc3)cs2)c1 (stereo unspecified) | 8 | . | -18 | . | 0 | -2.4 | 11 | 2 | .
O=C(COC(=O)c1ccc(F)cc1Cl)NCc1ccco1 | -7 | . | -14 | -5 | -1 | 1.0 | -1.1 | -3 | .
COc1ccc(F)cc1S(=O)(=O)n1cc(C)nc1-c1ccccc1 | 0 | 0.0 | -9 | -1 | 3 | -3.4 | -0.2 | 4 | -6
COc1ccc(C2=NOC3(CC(=O)N(c4ccc(C)cc4)C3=O)C2)cc1 (stereo unspecified) | -4 | 3.2 | -6 | 2 | -5 | -2.8 | -1.5 | 1 | 5
COc1ccc(CN(C)C(=O)c2cccc(NS(=O)(=O)c3ccccc3)c2)cc1F | 4 | -0.2 | -1 | -21 | 2 | -1.0 | 1.3 | -6 | -10
CC(=O)n1cc([C@@H]2C=C(C(=O)NCc3ccccc3)O[C@H](OCCCCO)C2)c2ccccc21 | 3 | -4.0 | 5 | -1 | 0 | -3.6 | -0.1 | -2 | -9
CCOc1ccc(NC(=O)c2cccc(S(=O)(=O)Nc3c(C)n(C)n(-c4ccccc4)c3=O)c2)cc1 | 4 | . | 3 | 4 | -2 | -1.7 | -0.5 | -4 | .
CCCCn1c(=O)cc(O)c2ccccc21 | 7 | 2.0 | -23 | -10 | 0 | -0.2 | -2.4 | 6 | -1
CC1CCN(C(=O)CN2C(=O)COc3ccc(Cl)cc32)CC1 | 2 | 0.8 | 8 | -6 | 1 | -0.5 | -0.9 | 3 | -9
Cc1ccnc(NC(c2ccccn2)c2c(C)[nH]c3ccccc23)c1 (stereo unspecified) | 0 | -1.6 | 1 | -4 | 6 | -2.6 | . | 6 | -8
COc1cccc(OC)c1Oc1ccc(C(F)(F)F)cn1 | -6 | 1.3 | -22 | 12 | -2 | -0.3 | -0.9 | -1 | -13
CCOC(=O)/C(C#N)=C1/C=C(C)c2ccccc2N1 | 10 | -0.8 | 2 | -18 | 4 | -2.7 | . | 3 | -3

Other results follow:
SMILES | GDH-TPI inh | Mtb UGM inh | BoNT-F LC inh | MazEF act | Mtb FBA inh | FadD28 binding | BioA inh | PrPC surface inh | Rv3671c inh
O=C(NCc1ccc2[nH]c3c(c2c1)CCCC3)c1ccc(S(=O)(=O)N2CCOCC2)cc1 | 1 | 0.5 | -16 | 8 | 2 | -3.0 | -0.9 | -2 | 6
CCCCNC(=O)c1onc(CSc2ccccc2CC)c1C(=O)O | -2 | -0.3 | 4 | 1 | 1 | -5.6 | -1.3 | 8 | -7
Cc1ccc(NC(=O)CCSCCc2ccccn2)cc1 | 5 | 2.9 | 17 | 7 | -1 | 0.5 | 0.4 | 2 | 0
O=C(NNC(=S)NC(=O)c1ccccc1)c1ccc(O)cc1 | 5 | 0.6 | -7 | 1 | -1 | -2.0 | -6.5 | -8 | -6
COc1ccc(N(CC(=O)Nc2cccnc2)S(=O)(=O)c2ccc(C)cc2)cc1Cl | -6 | -0.8 | 16 | 1 | -3 | -3.5 | 6.6 | 3 | -1
Cc1noc(C)c1NC(=O)Nc1ccc2c(c1)C(=O)N([C@H](C)CO)C[C@H](C)[C@@H](CN(C)S(=O)(=O)c1ccc(Cl)cc1)OCCCC[C@@H](C)O2 | 8 | . | 2 | -1 | 2 | -6.2 | -0.3&0.8 | -8 | .
O=P(O)(CCc1ccncc1)CN1CCCCC1 | 8 | 0.0 | 1 | 2 | 1 | -0.7 | -0.6 | 3 | -11
COc1ccc(N2CCN(Cc3nc4ccccc4[nH]3)CC2)cc1 | 4 | -0.1 | -13 | -6 | 2 | -1.3 | 0.6 | -11 | -7
Cc1c(C(=O)Nc2ccccc2)cn2c(nc3ccccc32)c1C#N | 13 | 4.2 | -8 | 15 | 2 | 0.2 | . | -7 | 1
CCSc1nnc(NC(=O)NC(CC)(C(F)(F)F)C(F)(F)F)s1 | -12 | 3.9 | 6 | 5 | 3 | 0.2 | -0.6 | -1 | 3

Reprinted from the results shown (ten entries):
SMILES | GDH-TPI inh | Mtb UGM inh | BoNT-F LC inh | MazEF act | Mtb FBA inh | FadD28 binding | BioA inh | PrPC surface inh | Rv3671c inh
CCOC(=O)/C(C#N)=C1/C=C(C)c2ccccc2N1 | 10 | -0.8 | 2 | -18 | 4 | -2.7 | . | 3 | -3
O=C(NCc1ccc2[nH]c3c(c2c1)CCCC3)c1ccc(S(=O)(=O)N2CCOCC2)cc1 | 1 | 0.5 | -16 | 8 | 2 | -3.0 | -0.9 | -2 | 6
CCCCNC(=O)c1onc(CSc2ccccc2CC)c1C(=O)O | -2 | -0.3 | 4 | 1 | 1 | -5.6 | -1.3 | 8 | -7
Cc1ccc(NC(=O)CCSCCc2ccccn2)cc1 | 5 | 2.9 | 17 | 7 | -1 | 0.5 | 0.4 | 2 | 0
O=C(NNC(=S)NC(=O)c1ccccc1)c1ccc(O)cc1 | 5 | 0.6 | -7 | 1 | -1 | -2.0 | -6.5 | -8 | -6
COc1ccc(N(CC(=O)Nc2cccnc2)S(=O)(=O)c2ccc(C)cc2)cc1Cl | -6 | -0.8 | 16 | 1 | -3 | -3.5 | 6.6 | 3 | -1
Cc1noc(C)c1NC(=O)Nc1ccc2c(c1)C(=O)N([C@H](C)CO)C[C@H](C)[C@@H](CN(C)S(=O)(=O)c1ccc(Cl)cc1)OCCCC[C@@H](C)O2 | 8 | . | 2 | -1 | 2 | -6.2 | -0.3&0.8 | -8 | .
O=P(O)(CCc1ccncc1)CN1CCCCC1 | 8 | 0.0 | 1 | 2 | 1 | -0.7 | -0.6 | 3 | -11
COc1ccc(N2CCN(Cc3nc4ccccc4[nH]3)CC2)cc1 | 4 | -0.1 | -13 | -6 | 2 | -1.3 | 0.6 | -11 | -7
Cc1c(C(=O)Nc2ccccc2)cn2c(nc3ccccc32)c1C#N | 13 | 4.2 | -8 | 15 | 2 | 0.2 | . | -7 | 1
